NPR1 activator: GC-A stimulated cGMP production enhancers – HEK293 GC-A cells, cGMP TR-FRET, EC30 ANP, primary screen | 0% at EC30 ANP, 100% saturating ANP | Atrial natriuretic peptide receptor 1 (Homo sapiens), P16066 | activation, % at 10 µM | hit rate 0.14% among 370,000; in the data active = activation above about 40%
SMARCA2 activ: SMARCA2 (BRM) function activators, primary screen, cell-based, luminescence, high throughput; MG213 cells, MMTV-luciferase reporter, dexamethasone, overnight; activation, % at 9.1 µM; hit rate 1% among 370,000; in the data active = activation above about 7.8%;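 also: 0% = vehicle wells and 100% = reference activator wells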
ssDAF12 agonist: S. stercoralis DAF-12 nuclear receptor activators, primary screen, cell-based, luminescence, HEK293, GRIP1 co-expression, lit1-tk-luc; hit rate 1% among 370,000; Nuclear hormone receptor DAF-12 (Strongyloides stercoralis); activation, % at 6.8 µM; HEK293 ssDAF-12/GRIP1 lit1-tk-luc reporter; % of 3 µM dafachronic acid response;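 active = activation above the mean over all tested compounds plus 3 SD, cut at about 0.9% in these data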;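 also: 0% = DMSO-only wells and 100% = 3 µM delta7-dafachronic acid wells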
DAX1 inh-1: DAX1 (NR0B1) inhibitors, primary screen, cell-based, HEK293, Gal4-DAX1, luciferase luminescence. Nuclear receptor subfamily 0 group B member 1 (Homo sapiens), P51843. hit rate 0.99% among 340,000. HEK293 Gal4-DAX1 luciferase reporter. inhibition, % at 6.75 µM. AID 504766, 2011;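 active = inhibition above the mean over all tested compounds plus 3 SD, cut at about 4.2% in these data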;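 also: 0% = DAX1-transfected cells with DMSO and 100% = empty-vector control cells with DMSO; inhibition shows as a rise in luminescence from relieved DAX1 repression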
NPR2 activator: human GC-B receptor activators, primary screen, HEK293 GC-B cells, cGMP TR-FRET, EC30 CNP. Atrial natriuretic peptide receptor 2 (Homo sapiens), P20594. 0% at EC30 CNP, 100% saturating CNP. activation, % at 10 µM. hit rate 0.11% among 370,000. AID 1920062, 2024;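 active = activation at 10 µM reaching about 35% in either raw or pattern-adjusted values, limit read from the data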
Target sequence (P20594 whole entry, looked up): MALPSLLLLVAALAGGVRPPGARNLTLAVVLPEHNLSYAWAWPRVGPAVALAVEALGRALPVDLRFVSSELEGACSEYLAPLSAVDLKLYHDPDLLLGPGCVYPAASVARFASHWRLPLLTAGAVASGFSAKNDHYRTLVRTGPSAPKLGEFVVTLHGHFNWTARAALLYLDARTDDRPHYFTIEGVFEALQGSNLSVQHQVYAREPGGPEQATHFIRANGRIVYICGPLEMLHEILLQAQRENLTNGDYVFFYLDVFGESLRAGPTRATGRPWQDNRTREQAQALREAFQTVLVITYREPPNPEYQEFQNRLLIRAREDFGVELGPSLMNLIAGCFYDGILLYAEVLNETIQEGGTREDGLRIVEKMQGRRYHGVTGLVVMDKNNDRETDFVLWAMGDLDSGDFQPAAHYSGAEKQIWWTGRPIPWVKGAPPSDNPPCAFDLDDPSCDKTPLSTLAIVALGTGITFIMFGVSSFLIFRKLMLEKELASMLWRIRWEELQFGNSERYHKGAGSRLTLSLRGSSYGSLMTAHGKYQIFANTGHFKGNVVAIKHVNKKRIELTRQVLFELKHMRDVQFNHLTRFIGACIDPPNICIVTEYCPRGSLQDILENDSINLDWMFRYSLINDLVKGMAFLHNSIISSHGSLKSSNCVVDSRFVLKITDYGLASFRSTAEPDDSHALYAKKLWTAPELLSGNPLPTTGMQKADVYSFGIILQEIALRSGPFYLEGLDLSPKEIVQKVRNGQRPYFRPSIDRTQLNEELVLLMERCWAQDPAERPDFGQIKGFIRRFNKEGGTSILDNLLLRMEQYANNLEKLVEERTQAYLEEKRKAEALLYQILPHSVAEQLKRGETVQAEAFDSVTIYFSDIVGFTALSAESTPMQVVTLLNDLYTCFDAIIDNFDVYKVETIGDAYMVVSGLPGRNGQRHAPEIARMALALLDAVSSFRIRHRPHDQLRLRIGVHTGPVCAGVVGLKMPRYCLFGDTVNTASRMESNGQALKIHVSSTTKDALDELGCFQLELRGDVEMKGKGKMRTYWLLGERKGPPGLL
KLK7 zymogen act: proKLK7 zymogen activators, primary screen, biochemical, fluorescence intensity | purified proKLK7, EDANS-DABCYL substrate fluorescence; 100% is mature enzyme control, 0% vehicle | hit rate 0.9% among 370,000 | Kallikrein-7 (Homo sapiens), P49862 | activation, % at 7 µM;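 active = activation above the mean of all tested compounds plus 3 SD, computed per campaign excluding outliers beyond control limits, cut at about 13% in these data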
hgDAF12 agonist: H. glycines DAF-12 receptor agonists, primary screen, cell-based, luminescence, HEK293, GAL4 fusion, UAS-luciferase | AID 687014, 2013 | activation, % at 6.8 µM | hit rate 1.8% among 370,000 | Nuclear hormone receptor DAF-12 (Heterodera glycines), GAL4 fusion | HEK293 GAL4-hgDAF12 UAS-luciferase reporter, agonist luminescence; normalized to butyrate control;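 active = activation above a cutoff set at the mean of all screened compounds plus 3 SD, cut at about 10% in these data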;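 also: 0% = DMSO wells and 100% = sodium butyrate wells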
HGIII-sPLA2 inh: human group III sPLA2 inhibitors, primary screen, biochemical, QFRET, BODIPY PC-A2 liposome substrate. Group 3 secretory phospholipase A2 (Homo sapiens), Q9NZ20. QFRET BODIPY PC-A2 liposome hydrolysis, fluorescence. inhibition, % at 12.2 µM. hit rate 0.56% among 370,000. AID 743126, 2013;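 active = inhibition above mean plus 3 SD of compounds lying within the high and low control bounds, cut at about 19% in these data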;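 also: 0% = median of test compound wells and 100% = no enzyme DMSO wells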
hcDAF-12 act: H. contortus DAF-12 nuclear receptor activators, primary screen, cell-based, luminescence, HEK293, lit1-tk-luc reporter; HEK293 hcDAF-12 lit1-tk-luc reporter; 0% DMSO, 100% Δ7-dafachronic acid; activation, % at 6.8 µM; hit rate 1.4% among 370,000;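 active = activation above the mean of all tested compounds plus 3 SD, cut at about 5.5% in these data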;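 also: 100% = response to 3 µM Δ7-dafachronic acid high control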
GAA850 FXN act: FXN promoter activators, primary screen, cell-based, luciferase luminescence, HEK293 lucGAA850; HEK293 lucGAA850 FXN promoter luciferase reporter, 24 h; percent of 10 µM SAHA response; activation, % at 6 µM; hit rate 0.56% among 360,000; AID 540364, 2011;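 active = activation above the average of all compounds screened plus 3 SD, cutoff fixed separately per campaign, cut at about 7.5% in these data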;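 also: 0% = DMSO wells and 100% = 10 µM SAHA wells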
DAX1 inh-2: DAX1 (NR0B1) inhibitors on StAR promoter, primary screen, cell-based, luminescence, SF-1 (NR5A1), full-length DAX-1. AID 652010, 2013. inhibition, % at 6.8 µM. hit rate 1.1% among 370,000. HEK293T StAR-luciferase reporter, SF-1/DAX-1 repression relief;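 active = inhibition above the mean over all tested compounds plus 3 SD, cut at about 3.6% in these data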;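 also: 0% = DAX-1 cells with DMSO and 100% = cells lacking DAX-1 with DMSO; higher inhibition means more luminescence from relief of DAX-1 repression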
Starred values were filed as active, the others as inactive; x = not tested or not shown; & = joins results of further samples.

SMILES	NPR1 activator	SMARCA2 activ	ssDAF12 agonist	DAX1 inh-1	NPR2 activator	KLK7 zymogen act	hgDAF12 agonist	HGIII-sPLA2 inh	hcDAF-12 act	GAA850 FXN act	DAX1 inh-2
CCC(=O)NCc1cc(-c2nn(C)c(=O)c3ccccc23)ccc1C	2	-2	-1.2	-0.1	1	0.2	-2.4	8	-1.0	2.0	-0.5
CCOC(=O)[C@@H]1[C@H]2COc3ccccc3[C@@H]2N2C(=O)N(c3ccc(OC)cc3)C(=O)[C@@]12C	2	-1	-1.3	-0.6	6	0.7	-1.5	-1	-1.6	0.9	-0.2
COc1ccc(/C=N/n2c(C)cc(C)c(C(N)=O)c2=O)cc1	1	-2	-1.2	-0.2	3	-0.2	-3.7	2	-0.2	2.6	0.2
COC(=O)C1CN(Cc2cn(Cc3ccc(OC)cc3)nn2)CCS(=O)(=O)N1Cc1ccccc1 (configuration not stated)	1	0	-1.5	x	-1	-0.4	-2.4	5	-2.3	x	-1.5
Cc1ccc[n+](CC(=O)Nc2cccc([N+](=O)[O-])c2)c1	9	-2	-0.3	0.0	2	0.1	-0.3	-1	-1.0	2.6	1.1
Cc1cccc2sc(N(CCCN(C)C)C(=O)c3ccc(C(=O)c4ccccc4)cc3)nc12	-4&-6	0&1	-1.2&-0.9	0.2	-7&-12	0.9&-0.1	0.3&2.1	-5&-4	-2.2&-2.3	0.8	-0.1&-0.5
CCN1C(=O)C(CC(=O)Nc2ccccc2)N(Cc2ccccn2)C1=S (configuration not stated)	0	-3	-1.1	1.1	-5	0.0	-2.0	-20	-1.3	-5.6	0.0
Cc1nn(-c2ncc(C(F)(F)F)cc2Cl)c(=O)n1-c1cccc(Cl)c1	3	-2	-0.8	0.1	3	0.1	1.1	4	-1.1	-2.5	-0.9
Cc1cc(OC(=O)N2CCOCC2)cc(C)c1Cl	2	-9	-1.0	-0.4	1	0.4	2.4	10	-0.4	-0.3	0.1
CC(=O)Nc1ccc2c(c1)C(=Nc1ccccc1)c1ccccc1-2	-3	0	-1.0	0.7	-4	0.1	1.7	3	-1.7	2.0	-1.4
CC(=O)c1ccc2noc(-c3cccc(F)c3)c2c1	-2	0	-1.6	-1.1	-3	1.9	0.0	-6	-1.5	0.6	-0.7
CCOC(=O)C1CCN(C(=O)c2ccc(SC)cc2OC)CC1	0	-1	-0.9	1.1	2	0.5	-2.1	2	-1.7	-5.3	-0.6
C[C@H](CO)N1C[C@H](C)[C@@H](CN(C)S(=O)(=O)c2ccc(F)cc2)Oc2ccc(NC(=O)C3CCCCC3)cc2C1=O	1	0	-1.4	0.8	1	0.3	-2.7	-11	-0.1	-1.4	0.5
CC(C)Cn1nc(C(=O)Nc2cccc(S(=O)(=O)N3CCCC3)c2)c2ccccc2c1=O	0	-3	-1.4	-0.7	-2	-0.2	-0.5	1	-0.5	0.3	-1.9
Cc1cc(N2CCN(Cc3nc(-c4ccc(F)cc4)oc3C)CC2)cc(C)n1	2	-3	-1.7	-0.2	2	0.1	-0.8	-4	-1.3	1.0	-0.6
C=CCNC(=O)c1ccc2nc(Cc3ccc(OC)cc3)oc2c1	2	7	0.8	2.6	1	-0.2	9.9	-7	4.6	5.6	1.2
CC(C)(C)CC(=O)NC(=S)Nc1ccccc1C(F)(F)F	0	-4	-0.8	0.3	-2	0.9	1.8	10	0.4	-0.6	-0.7
CCOC(=O)c1sc(NC(=O)COc2ncnc3ccccc23)c(C(=O)OCC)c1C	3	1	-0.7	-0.6	-5	0.6	0.0	-3	-0.6	-0.8	0.4
O=C1COc2ccc(S(=O)(=O)N3CCN(c4ccccc4F)CC3)cc2N1	-2	-3	-0.3	-0.4	-2	0.4	0.2	-3	2.6	-3.0	-0.4
S=C(Nc1ccccc1Cl)N1CCCCCC1	11	-1	-0.7	-0.9	3	0.0	0.8	1	-0.1	1.6	0.2
O=C(COC(=O)c1ccc(Cl)c(Cl)c1)NC1CCCC1	2	0	-1.5	3.5	3	0.3	0.6	-4	-0.9	3.6	0.4
O=C(O)c1ccc(Cl)c(S(=O)(=O)NCc2ccco2)c1	-1	2	-0.7	0.0	1	0.4	-0.4	1	-0.8	2.1	-0.1
COc1ccc(C2=NN(CN3C(=O)C(=O)c4ccccc43)C(c3cccc([N+](=O)[O-])c3)C2)cc1 (configuration not stated)	-3	0	-1.3	0.2	1	0.3	2.4	7	-0.1	2.0	-0.1
CCN(CC)CCCN1C(=O)C(=O)/C(=C(/O)c2ccc(Cl)cc2)C1c1ccccn1 (configuration not stated)	7	-2	-1.1	1.0	-1	0.1	0.1	-2	-1.0	2.6	-0.6
CN(Cc1ccccc1)C(=O)Nc1c(Cl)cccc1Cl	1	-1	-1.1	x	-7	0.6	2.6	-1	-0.3	x	0.6

Next part, overlapping the part above by 2 compounds.
SMILES	NPR1 activator	SMARCA2 activ	ssDAF12 agonist	DAX1 inh-1	NPR2 activator	KLK7 zymogen act	hgDAF12 agonist	HGIII-sPLA2 inh	hcDAF-12 act	GAA850 FXN act	DAX1 inh-2
CCN(CC)CCCN1C(=O)C(=O)/C(=C(/O)c2ccc(Cl)cc2)C1c1ccccn1 (configuration not stated)	7	-2	-1.1	1.0	-1	0.1	0.1	-2	-1.0	2.6	-0.6
CN(Cc1ccccc1)C(=O)Nc1c(Cl)cccc1Cl	1	-1	-1.1	x	-7	0.6	2.6	-1	-0.3	x	0.6
Oc1ccc(C2N=C(c3ccccc3)NC(c3ccccc3)=N2)cc1	27	2	-1.3	0.3	34*	0.5	-3.6	-7	-1.6	-1.9	-0.5
C=C(C)CN(CC)C(=O)CN1C(=O)NC(C)(c2ccc3ccccc3c2)C1=O (configuration not stated)	6	-3	-1.3	1.1	3	0.2	-3.0	5	-0.8	-0.6	-0.4
O=C(NC1CCCCC1)C(c1ccccc1)N(C(=O)c1cccs1)c1ccc2c(c1)OCO2 (configuration not stated)	-17	6	-0.5	2.1	-5	-0.3	1.4	-3	-0.8	2.8	-0.8
O=C1NC2(CCC3(CC2)OCCO3)NN1c1ccc(Cl)cc1	-1	-2	-2.0	x	3	-0.7	-0.6	2	-0.7	2.4	0.3
CN(C(=O)Cn1c(Cl)nc2c1c(=O)n(C)c(=O)n2C)C1CCS(=O)(=O)C1 (configuration not stated)	2	-3	-0.3	1.4	1	-0.4	1.6	-1	-1.2	2.0	-0.5
CCCCCCn1c(=O)n2n(c1=O)[C@@H]1CN(S(=O)(=O)c3ccc(C)cc3)C[C@]1(O)[C@@H](OC(=O)Nc1cccs1)C2	6	3	-0.3	3.7	-1	1.6	-0.7	-24	-0.1	-8.8	1.1
CSc1ccc(CN2C(=O)NC3(CCCCCC3)C2=O)cc1	-1	-7	-1.7	-0.3	-1	0.1	-4.1	5	1.5	0.9	-1.2
Cc1ccc(-c2nnc(-c3ccc4c(c3)OCO4)o2)cc1	-9	6	-0.4	1.9	-10	-0.6	8.4	6	1.1	6.3	2.3
CCCS(=O)(=O)Nc1ccc(Nc2c3ccccc3nc3ccccc23)c(OC)c1	-19	15*	-1.5	-4.2	-10	6.1	-9.3	-17	-0.8	-11	-5.6
CSc1ccccc1OCc1cc(C(=O)N(C)CC2COCCO2)no1 (configuration not stated)	3	3	-0.6	0.9	1	0.5	8.0	-4	1.8	0.7	2.4
COc1ccc(NC(=O)Nc2ccccc2SC)c(OC)c1	2	3	-1.4	-1.9	0	-0.5	-2.3	0	-0.2	-3.5	0.0
C=CCN(C(=O)CSc1nc2[nH]ncc2c(=O)n1-c1ccccc1OC)c1ccccc1	-3	-3	-1.3	-0.3	-1	1.1	-4.9	-4	-2.2	-1.4	-0.2
Cc1ccc(S(=O)(=O)N2CCN(C(=O)c3ccc(N4CCCC4)c([N+](=O)[O-])c3)CC2)cc1	-6	0	-1.2	-0.5	-3	0.2	-1.0	-4	-1.2	1.7	-0.1
Cn1c(SCC(=O)NCCc2ccccc2)ncc(C(=O)Nc2ccccc2)c1=O	7	-3	0.1	1.5	2	-0.4	2.3	6	4.2	0.9	0.4
CC1CCN(C(=O)c2ccc3c(c2)NC(=O)/C(=C/c2ccccc2)S3)CC1	9	-2	-2.2	-1.1	2	0.4	1.0	-15	-4.2	-3.0	-2.2
NC1=NS(=O)(=O)NC1c1ccc(F)cc1 (configuration not stated)	1	-5	-1.5	0.9	2	-0.9	-1.9	6	0.3	0.3	1.0
CCc1cccc(C)c1NC(=O)COC(=O)Cc1ccccc1	0	-1	-1.2	2.2	2	0.2	-1.4	4	-1.1	-0.1	-0.1
COc1ccccc1C1CCN(c2ccc(CO)cc2[N+](=O)[O-])CC1	0	-6	-1.4	0.4	-5	0.7	-1.3	14	-0.3	0.3	-0.3
O=C(COc1ccccc1)Nc1nnc(S(=O)(=O)N2CCCCCC2)s1	-1	-3	-1.4	0.1	-1	0.1	-1.6	1	-1.7	0.4	-1.4
CCOc1ccc(S(=O)(=O)NCCC(=O)OCC(=O)N2CC(=O)Nc3ccccc32)cc1	2	1	-1.8	1.6	-2	-0.7	2.9	-4	-1.4	1.3	2.1
COc1ccc([C@H]2OC(=O)C[C@H]2C(=O)N2CCN(c3ccccc3F)CC2)cc1OC	-5	-3	-0.7	x	-11	-0.7	0.1	0	-0.8	x	0.3

Ordered by value in SMARCA2 activ (falling): some entries from above
SMILES	NPR1 activator	SMARCA2 activ	ssDAF12 agonist	DAX1 inh-1	NPR2 activator	KLK7 zymogen act	HGIII-sPLA2 inh	hcDAF-12 act	GAA850 FXN act	DAX1 inh-2
Cc1ccc(-c2nnc(-c3ccc4c(c3)OCO4)o2)cc1	-9	6	-0.4	1.9	-10	-0.6	6	1.1	6.3	2.3
CCCCCCn1c(=O)n2n(c1=O)[C@@H]1CN(S(=O)(=O)c3ccc(C)cc3)C[C@]1(O)[C@@H](OC(=O)Nc1cccs1)C2	6	3	-0.3	3.7	-1	1.6	-24	-0.1	-8.8	1.1
C=C(C)CN(CC)C(=O)CN1C(=O)NC(C)(c2ccc3ccccc3c2)C1=O (configuration not stated)	6	-3	-1.3	1.1	3	0.2	5	-0.8	-0.6	-0.4

Screening data (PubChem)

Rows are unselected; 6.7% or so of the library scored in one or more.
